GRP78 ERSR act – ER stress response induction in glioma; actives 0.02% (n = 420,000); Potency, µM, inactives show at the highest dose activation, hits mostly activators; U87-MG GRP78 promoter luciferase reporter, 16 h; also: potency is read from the fitted curve at half-maximal effect; series mostly up to about 76 µM; % of control where 0% means no effect; nearly all actives have a fitted effect of over 35% in size
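Stably transfected U87-MG human glioma cells carrying a GRP78-based luminescent sensor were seeded at 1000 cells/well, pin-dosed with compounds and incubated 16 h. Luciferase reagent was then added, and end-point luminescence was read after 10 min at room temperature.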
Vif-APOBEC3G blk – blocks the Vif interaction with human APOBEC3G; HeLa A3G-eYFP + Vif (tagged APOBEC3G with the HIV-1 protein that degrades it), YFP fluorescence, overnight; AID 602310; actives 0.076% (n = 410,000); Potency, µM (series often up to 46.1 µM), inactives show at the top dose activity, negative = active, hits mostly inhibitors;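 also: potency is read from the fitted curve at half-maximal effect; % is scaled to controls: 0 for no effect and ±100 for the full control effect; nearly all actives have a fitted effect of over 60% in size; hits raise eYFP signal because A3G escapes Vif-driven loss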
Target sequence (Q9HC16 whole entry, looked up): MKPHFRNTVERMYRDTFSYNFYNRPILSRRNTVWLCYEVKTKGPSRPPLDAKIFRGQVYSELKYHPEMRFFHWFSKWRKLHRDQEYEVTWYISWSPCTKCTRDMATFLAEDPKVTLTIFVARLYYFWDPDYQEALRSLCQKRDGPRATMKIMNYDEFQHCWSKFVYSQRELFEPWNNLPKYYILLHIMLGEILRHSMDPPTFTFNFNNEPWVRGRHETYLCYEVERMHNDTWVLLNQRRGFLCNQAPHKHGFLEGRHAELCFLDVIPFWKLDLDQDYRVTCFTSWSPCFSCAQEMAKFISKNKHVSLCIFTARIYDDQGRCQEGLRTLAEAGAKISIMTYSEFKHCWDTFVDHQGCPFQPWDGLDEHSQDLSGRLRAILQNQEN
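Read-out is eYFP fluorescence (Ex 488/Em 500-530) from Vif-expressing HeLa A3G-eYFP cells; more signal means A3G escaped Vif-mediated degradation. Cells plated overnight, compound pinned in, incubated overnight at 37 deg C.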
mIDH1 inhibitor – human IDH1 R132H inhibition. Potency, µM (series often up to 76.6 µM), inactives show at the top dose activity change, negative = inhibition, most hits filed as inhibitors. IDH1-R132H enzyme, NADPH consumption, diaphorase/resazurin fluorescence. actives 0.093% (n = 390,000). O75874. AID 602179; also: potency is read from the fitted curve at half-maximal effect; % is scaled to controls: 0 for no effect and ±100 for the full control effect; nearly all actives have a fitted effect of over 65% in size
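IDH1-R132H (0.5 ug/mL) preincubated 30 min with compound, then NADPH (0.016 mM) and alpha-KG (2 mM) added; 80 min at RT, pH 7.5. Remaining NADPH coupled via diaphorase/resazurin to fluorescence (540/590 nm); concentration-response curves normalized to no-enzyme control.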
Vif-A3F inh – blocks the Vif interaction with APOBEC3F; Potency, µM (top dose mostly 46.1 µM), for the others: at the highest dose activity, negative = active; AID 602313; actives 0.2% (n = 390,000); HeLa A3F-eYFP + Vif (tagged APOBEC3F with the HIV-1 protein that degrades it), YFP fluorescence increase; also: potency is read from the fitted curve at half-maximal effect; % of control where 0% means no effect; nearly all actives have a fitted effect of over 65% in size
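HeLa cells stably expressing A3F-eYFP plus Vif, plated and incubated overnight at 37 deg C, then exposed to compounds overnight at 37 deg C. Blocked degradation read as raised yellow fluorescence (Ex 488/Em 500-530).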
RXFP1 agonist – agonists of human relaxin receptor RXFP1 | HEK293T-RXFP1 cAMP TR-FRET, 30 min; response scale: percent of porcine relaxin response, buffer zero | Potency, µM (series often up to 57.5 µM), without a hit: at the top dose activation, actives largely listed as activators | actives 0.3% (n = 370,000); also: potency is read from the fitted curve at half-maximal effect; % is scaled to controls: 0 for no effect and ±100 for the full control effect; nearly all actives have a fitted effect of over 60% in size; many of its hits are not listed in these tables
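HEK293 cells stably expressing RXFP1, treated 30 min at 37C with compounds plus PDE4 inhibitor Ro 20174; cAMP measured by HTRF TR-FRET. Normalized to buffer and 29 nM porcine relaxin; EC50 by Hill fit.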
PI4K2A block – inhibitors of human PI4K2A | actives 0.13% (n = 420,000) | AID 1346378 | activity change, negative = inhibition, % at 76.9 µM | Q9BTU6 | purified PI4K2A, ADP-Glo luminescence, 1 h; active compounds read low; in the data active = activity change below about -50%; inconclusive = mostly about -30% to -49%;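 also: -100% = wells without enzyme as full effect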
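PI4K2A activity was measured by ADP-Glo luminescence: enzyme (4 ug/mL stock) and phosphatidylinositol (1.2 mM stock) in Tris pH 7.5/MgCl2/EGTA/Triton X-100 buffer were reacted with ATP (300 microM stock) for one hour at ambient temperature.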
TrxR1 substrate – rat thioredoxin reductase 1 substrate activity | purified TrxR1 substrate turnover, NADPH consumption readout | Potency, µM (titrated, usually from 114 µM), for the others: at the highest dose activity change, negative = substrate turnover | actives 0.01% (n = 390,000) | AID 588456; also: potency is read from the fitted curve at half-maximal effect; % is scaled to controls: 0 for no effect and ±100 for the full control effect; nearly all actives have a fitted effect of over 50% in size
Target sequence (O89049 whole entry, looked up): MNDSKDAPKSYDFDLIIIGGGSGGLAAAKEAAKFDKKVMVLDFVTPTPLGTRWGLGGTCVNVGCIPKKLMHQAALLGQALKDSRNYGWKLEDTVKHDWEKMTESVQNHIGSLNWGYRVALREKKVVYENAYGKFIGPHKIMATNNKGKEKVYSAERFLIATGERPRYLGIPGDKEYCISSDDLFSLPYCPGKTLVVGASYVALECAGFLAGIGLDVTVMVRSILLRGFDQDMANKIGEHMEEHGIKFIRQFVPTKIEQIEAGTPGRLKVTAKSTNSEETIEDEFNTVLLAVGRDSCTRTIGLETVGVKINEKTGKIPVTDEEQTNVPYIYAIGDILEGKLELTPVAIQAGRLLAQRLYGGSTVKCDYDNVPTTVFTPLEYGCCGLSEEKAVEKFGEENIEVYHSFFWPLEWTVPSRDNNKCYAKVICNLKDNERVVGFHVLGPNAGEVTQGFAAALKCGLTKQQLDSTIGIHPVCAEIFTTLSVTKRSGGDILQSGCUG
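Rat TrxR1, dispensed at 90 nM, was prereduced with 400 uM NADPH (final) for 5 min at ~22 deg C, then incubated with compound 15 min before 400 uM selenite. A first-read NADPH fluorescence drop versus no-compound background flagged substrates.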
USP1-UAF1 inh – inhibitors of human USP1/UAF1 deubiquitinase; actives 0.23% (n = 390,000); recombinant USP1/UAF1, Ub-Rhodamine cleavage fluorescence; O94782; Potency, µM (doses to about 57.1 µM), without a hit: at the highest dose activity change, negative = inhibition, hits mostly inhibitors; also: potency is read from the fitted curve at half-maximal effect; % is scaled to controls: 0 for no effect and ±100 for the full control effect; nearly all actives have a fitted effect of over 60% in size; inactives centre near -12
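USP1/UAF1 complex at 1 nM was preincubated with compound for 15 min at room temperature, then Ub-Rho substrate (150nM final) was added. Fluorescence (480/540 nm) was read kinetically, 6 reads every 60 seconds.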
LDHA block – LDHA (human) enzyme inhibition | P00338 | purified LDHA, NADH/diaphorase-resazurin fluorescence; active compounds read low | activity change, % (values are at about 110 or 230 µM) | actives 0.15% (n = 480,000); in the data active = activity change below about -30%; inconclusive = mostly about -25% to -30%;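 also: plate controls were DMSO wells for no effect and wells without enzyme for full effect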
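Resorufin fluorescence (ex540/em590), read at 0 and 20 min after diaphorase/resazurin addition, reports the NADH left after a 5 min room-temperature reaction of 2 nM human LDH5 with 0.06 mM NADH and 0.2 mM pyruvate.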
The depositor's hits bear a star; ? = inconclusive; / = no result given; [ ] = another dose, or the depositor's remark. Unless noted, calls follow the shape of the dose curve; as a rule, active = well fitted curve in the direction sought with a large enough effect; inconclusive = small, poorly fitted or top-dose-only effect, or another doubt; inactive = no such curve, though single readings can be large; an effect the other way counts as inactive or inconclusive. Only part of the results is shown; the hit share may differ from the screen's.

Start of the listing, in advance:
Short forms: A = GRP78 ERSR act; B = Vif-APOBEC3G blk; C = mIDH1 inhibitor; D = Vif-A3F inh; E = RXFP1 agonist; F = PI4K2A block; G = TrxR1 substrate; H = USP1-UAF1 inh; I = LDHA block
1) COc1ccccc1NC(=O)c1ccc(Cl)c(S(=O)(=O)N2CCOCC2)c1
  A = 4% | B = 5% | C = 4% | D = 0% | E = 1.2% | F = -8 | G = -8% | H = 1% | I = -3

2) CCCCCn1c(=O)[nH]c2cc(C(=O)NCc3ccc(F)cc3)ccc2c1=O
  A = -2% | B = 2% | C = -7% | D = -4% | E = ? | F = 0 | G = 4% | H = -24% | I = -3

The listing (from the top)
Short forms: A = GRP78 ERSR act; B = Vif-APOBEC3G blk; C = mIDH1 inhibitor; D = Vif-A3F inh; E = RXFP1 agonist; F = PI4K2A block; G = TrxR1 substrate; H = USP1-UAF1 inh; I = LDHA block
1) COc1ccccc1NC(=O)c1ccc(Cl)c(S(=O)(=O)N2CCOCC2)c1
  A = 4% | B = 5% | C = 4% | D = 0% | E = 1.2% | F = -8 | G = -8% | H = 1% | I = -3

2) CCCCCn1c(=O)[nH]c2cc(C(=O)NCc3ccc(F)cc3)ccc2c1=O
  A = -2% | B = 2% | C = -7% | D = -4% | E = ? | F = 0 | G = 4% | H = -24% | I = -3

3) Cc1ccccc1OCCCCn1cnc2ccccc21
  A = 5% | B = -4% | C = 3% | D = 2% | E = 1.5% | F = 5 | G = -4% | H = -27% | I = -2

4) CSCCC(NC(=O)c1ccco1)C(=O)NCC1CCCCC1 (stereo not drawn)
  A = 1% | B = 1% | C = -1% | D = -1% | E = 0.6% | F = 2 | G = -13% | H = -1% | I = -3

5) CC(Oc1ccc(Cl)cc1)c1ccn[nH]1 (stereo not drawn)
  A = -2% | B = 2% | C = -2% | D = -3% | E = -0.3% | F = -2 | G = -7%[57.1 µM] | H = -9% | I = -3

6) O=C(NC1CCCCC1)c1ccc(CSc2nc3cccnc3n2Cc2ccc(F)cc2)cc1
  A = 4% | B = -1% | C = -9% | D = -12% | E = ? | F = -11 | G = 4% | H = ? | I = 11

7) Cc1ccc(OCC(=O)N(C)Cc2ccccc2)c([N+](=O)[O-])n1
  A = 3% | B = 2% | C = 0% | D = 0% | E = 1.8% | F = -4 | G = 9%[0.0914 µM] | H = -3% | I = -8

8) CN(CCOc1ccccc1)C(=O)c1ccc(OC2CCN(C(=O)C3CC3)CC2)cc1
  A = -3% | B = 3% | C = 0% | D = 5% | E = -0.7% | F = 1 | G = -4% | H = -12% | I = -8

9) O=c1c(Cc2ccc(Cl)cc2)c(O)ccn1Cc1ccccc1
  A = -5% | B = -3% | C = 12% | D = -3% | E = 1.0% | F = 0 | G = -4%[57.1 µM] | H = -25% | I = -2

10) CC(=O)COc1ccc2oc(=O)cc(-c3cc4ccccc4o3)c2c1
  A = -7% | B = 5% | C = 1% | D = -4% | E = 1.6% | F = 4 | G = -8% | H = -22% | I = 1

11) CCC(C)c1ccccc1NC(=O)C(C)Sc1n[nH]c(N)n1 (stereo not drawn)
  A = -2% | B = 2% | C = 0% | D = 2% | E = -0.2% | F = 0 | G = 9% | H = -19% | I = 0

12) CCOC(=O)/C=C1\SCC(=O)N1CC(=O)Nc1cccc(F)c1
  A = -4% | B = 6% | C = 4% | D = -5% | E = -1.2% | F = 1 | G = 6%[57.1 µM] | H = -19% | I = -4

13) COc1cc(C(=O)NCc2ccc(F)cc2)cc(Cl)c1OC
  A = -4% | B = -9% | C = 4% | D = 2% | E = 1.9% | F = 0 | G = 2%[57.1 µM] | H = -12% | I = -1

14) CCS(=O)(=O)n1nc(-c2ccc(OC)cc2)nc1N
  A = -4% | B = 1% | C = 2% | D = 1% | E = -0.6% | F = -2 | G = -3% | H = -6% | I = -5

15) COc1ccccc1NC(=O)C1=C(C)Nc2nc(SCc3ccccc3)nn2C1c1cccnc1 (stereo not drawn)
  A = -5% | B = -5% | C = 29% | D = -15% | E = -4.3% | F = -4 | G = -7% | H = -13% | I = -14

16) C[C@H](NC(=O)c1ccccc1Cl)C(=O)Nc1ccccc1F
  A = -2% | B = 0% | C = 4% | D = 1% | E = 2.8% | F = -1 | G = 0% | H = -20% | I = -5

17) COc1cccc(NC(=O)c2cc3c(=O)n(C)c4ccccc4c3n2C)c1
  A = -3% | B = -1% | C = 6% | D = -4% | E = 21% | F = 3 | G = 12% | H = -25% | I = 2

18) Cc1ccccc1C(=O)O/N=C(\N)c1ccncc1
  A = 0% | B = -2% | C = 0% | D = -13% | E = 2.1% | F = -7 | G = 2%[57.1 µM] | H = -3% | I = -10

19) CC(NS(=O)(=O)c1ccc(Br)cc1)C(=O)NCc1ccc2c(c1)OCO2 (stereo not drawn)
  A = 0% | B = 0% | C = -1% | D = -34% | E = -0.5% | F = 0 | G = 8%[57.1 µM] | H = -13% | I = -5

20) COc1ccccc1N1C(=O)c2ccccc2NC1c1ccc(O)cc1 (stereo not drawn)
  A = 0% | B = -13% | C = -3% | D = ? | E = -1.6% | F = 7 | G = 110%[activator] | H = -14% | I = -1

21) CCC(Sc1n[nH]c(=O)[nH]c1=O)C(=O)OCc1ccccc1 (stereo not drawn)
  A = -3% | B = 2% | C = 7% | D = -3% | E = -0.6% | F = 0 | G = 6% | H = -6% | I = 5

22) Cc1cc(CSc2ccccc2)ccc1NC(=O)c1cccc([N+](=O)[O-])c1
  A = -10% | B = 2% | C = -2% | D = -1% | E = 0.0% | F = -1 | G = -5% | H = -9% | I = -7

23) Cc1cc(NC(=O)CN2C(=O)NC3(CCCCC3C)C2=O)no1 (stereo not drawn)
  A = -5% | B = 1% | C = 4% | D = -15% | E = 0.7% | F = -2 | G = 5% | H = -9% | I = -6

24) Cc1ccc(C([O-])=C(C(=S)NCc2ccccc2)[n+]2cccc(CO)c2)cc1[N+](=O)[O-]
  A = 0% | B = -1% | C = 7% | D = 8% | E = / | F = 4 | G = 7% | H = -12% | I = 11

25) CCOC(=O)/C(C#N)=C/c1ccc(OCC(=O)Nc2ccc(OC)cc2)c(OC)c1
  A = -5% | B = -1% | C = 6% | D = / | E = 2.2% | F = -1 | G = -7% | H = -27% | I = -3

26) COC(=O)c1nc2nc(C)cc(=O)n2[nH]1
  A = 1% | B = 4% | C = 11% | D = -11% | E = 0.2% | F = -8 | G = -3% | H = 2% | I = -3

27) NC(N)=N/N=C/c1ccc(OCc2ccccc2)cc1
  A = -1% | B = -10% | C = 5% | D = -11% | E = 2.4% | F = -5 | G = 10% | H = -25% | I = -3

28) CCOC(=O)c1c(NC(=O)CN2C(=O)NC3(CCCCC3C)C2=O)sc(C)c1CC (stereo not drawn)
  A = -5% | B = -2% | C = 2% | D = ? | E = 1.6% | F = 1 | G = 1% | H = -27% | I = -6

29) Cn1c(SCc2ccccc2F)nnc1-c1ccccn1
  A = -2% | B = 0% | C = -4% | D = 3% | E = 4.3% | F = 1 | G = 0% | H = -11% | I = -1

30) Cn1nc(C(=O)NC2CCCCCC2)ccc1=O
  A = -4% | B = -4% | C = -1% | D = -3% | E = 2.5% | F = -6 | G = -1% | H = -12% | I = 0

31) CC(=O)/C(=N/Nc1ccccc1)Sc1nnc(C(O)c2ccccc2)n1-c1ccccc1 (stereo not drawn)
  A = -1% | B = 2% | C = -1% | D = -2% | E = 5.0% | F = -3 | G = -2% | H = -15% | I = -2

32) Cn1cccc1CC(=O)N/N=C\c1ccccc1
  A = 3% | B = 1% | C = -1% | D = -17% | E = -3.0% | F = -6 | G = -1%[57.1 µM] | H = -5% | I = -1

33) CC(C)C(NC(=O)C1CCCCC1)C(=O)Nc1ccccn1 (stereo not drawn)
  A = 0% | B = 0% | C = 6% | D = -7% | E = 2.3% | F = 3 | G = -2%[57.1 µM] | H = -21% | I = -3

34) CC(=O)C1=C(C)NC(SCc2ccc(C#N)cc2)=C(C#N)C1c1ccco1 (stereo not drawn)
  A = -4% | B = -1% | C = 3% | D = -13% | E = -0.2% | F = 3 | G = -1% | H = -20% | I = 4

35) CCOC(=O)CNC(=O)CSc1nnc(NC(=O)c2ccccc2Cl)s1
  A = -4% | B = 0% | C = 2% | D = 3% | E = 2.0% | F = -2 | G = -16%[57.1 µM] | H = -16% | I = -1

36) Cc1ccc(NC(=O)CN2C(=O)NC3(CCCCCC3)C2=O)cc1Cl
  A = -4% | B = -12% | C = 5% | D = 2% | E = -0.3% | F = -3 | G = -6% | H = -18% | I = 3

37) O=C(CCCCn1c(=O)[nH]c2ccccc2c1=O)NCCc1c[nH]c2ccccc12
  A = 0% | B = 1% | C = 2% | D = 1% | E = 3.1% | F = 0 | G = -1% | H = -9% | I = -12

38) Cc1noc(C)c1NC(=O)N(C)C[C@@H]1Oc2cc(Br)ccc2S(=O)(=O)N([C@H](C)CO)C[C@@H]1C
  A = 4% | B = -2% | C = 1% | D = -2% | E = / | F = 2 | G = / | H = -16% | I = -12

39) COc1ccccc1CNS(=O)(=O)c1cc(CN2C(=O)c3cccnc3C2=O)ccc1OC
  A = -3% | B = -2% | C = 3% | D = 1% | E = ? | F = 2 | G = 53%[activator] | H = -13% | I = -1

40) CC(=O)NC(c1cccc(F)c1)c1nc(-c2ccc(C)c(C)c2)cs1 (stereo not drawn)
  A = 0% | B = -23% | C = / | D = / | E = / | F = -2 | G = / | H = / | I = -6
